AID inh = inhibitors of human activation induced cytidine deaminase | AID deamination FRET fluorescence, UDG-coupled, 4 h | Potency, µM (doses to about 115 µM), without a hit: top-dose activity change, negative = inhibition, most hits filed as inhibitors | hit rate 0.32% among 91,000 | AID 1347428; also: nearly all actives have a fitted effect of over 25% in size
Target sequence (Q9GZX7 whole entry, looked up): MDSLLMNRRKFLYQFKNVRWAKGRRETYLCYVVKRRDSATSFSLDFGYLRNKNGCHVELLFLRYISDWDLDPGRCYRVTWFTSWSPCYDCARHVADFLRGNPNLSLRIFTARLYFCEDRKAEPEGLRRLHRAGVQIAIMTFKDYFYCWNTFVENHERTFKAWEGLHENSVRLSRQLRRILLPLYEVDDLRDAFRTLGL
UDG counter = blocks uracil-DNA glycosylase in AID counter-screen. Potency, µM (titrated, usually from 115 µM), without a hit: at the highest dose activity change, negative = inhibition, hits mostly inhibitors. FRET deamination/UDG coupled assay, UDG read, 4 h. hit rate 0.14% among 91,000. AID 1347430; also: nearly all actives have a fitted effect of over 65% in size
* marks the source's active call; other numbers are inactive results; u = inconclusive; & = joins results of further samples; [ ] = another dose, or the depositor's remark. Calls follow the shape of the dose curve; as a rule, active = well fitted curve in the direction sought with a large enough effect; inconclusive = small, poorly fitted or top-dose-only effect, or another doubt; inactive = no such curve, though single readings can be large; an effect the other way counts as inactive or inconclusive. % is scaled to controls: 0 for no effect and ±100 for the full control effect; potency is read from the fitted curve at half-maximal effect. Only part of the results is shown. The share of hits here may be higher or lower than overall.

entry | Structure | AID inh | UDG counter
1 | COc1ccc2c(C)c(CC(=O)NC3CCCCCC3)c(=O)oc2c1OC | 2% | -4%
2 | Cc1ccc(NS(=O)(=O)c2ccc(-c3cnc(C)o3)cc2)c(Cl)c1 | 1% | -8%
3 | CCOC(=O)c1c(SCC(=O)Nc2nc3ccccc3s2)nc(=O)[nH]c1C | -2% | -5%
4 | O=C(NCc1cccs1)c1cnccn1 | 5% | 9%
5 | COc1ccc(NC(=O)CCNS(=O)(=O)c2cccc3nonc23)c(OC)c1 | 29% | 7%
6 | c1csc(CNC23CC4CC(CC(C4)C2)C3)c1 | -2% | -4%
7 | Cc1cccc(C)c1-n1ncc(C(=O)NC2CCCC2)c1C1CCN(C(=O)OC(C)(C)C)CC1 | -19% | -5%
8 | CCc1cccc2c(C(=O)O)cc(-c3ccnn3CC)nc12 | -7% | -3%
9 | CCn1c(C(=O)Nc2c(C)cccc2C)cc2sc(Cl)cc21 | -9% | -9%
10 | CC(Cc1cccs1)N(Cc1ccc(Cl)cc1)C(=O)c1ccc(C(F)(F)F)cc1 (stereo not given) | -9% | 4%
11 | Cn1nc(CC(=O)Nc2ccc(S(=O)(=O)N3CCCCCC3)cc2)c2ccccc2c1=O | 5% | -4%
12 | CC(=O)Nc1cc(C(=O)NCc2ccc(F)cc2)ccc1Sc1ccc(C)cc1 | u | -15%
13 | Cc1ccccc1CNC(=O)c1nccnc1N | -5% | 7%
14 | c1ccc(-c2cn(-c3ccccc3)c3ncnc(N4CCN(c5ccccc5)CC4)c23)cc1 | 4% | 6%[57.5 µM]
15 | COCCn1ccc2c(OCC(=O)NCc3ccc(F)cc3)cccc2c1=O | 3% | 0%
16 | Cc1ccc(OCc2nnc(SCC(=O)Nc3ccccc3C(C)C)o2)cc1 | 7% | 10%
17 | Cc1ccc(C)c(NC(=O)c2ccc3c(c2)CCN3S(=O)(=O)c2ccccc2)c1 | 18% | -1%
18 | Cc1ccc(CNC(=O)CN2N=C(c3ccccc3)CCC2=O)cc1 | 5% | 5%
19 | CCCC(=O)NCC(c1ccc2c(c1)OCO2)N1CCN(c2ccc(F)cc2)CC1 (stereo not given) | -15% | -3%
20 | Cc1cc(C)n(C(=O)c2ccc(C)c(S(=O)(=O)N3CCCCCC3)c2)n1 | -22% | 28%
21 | CCCCCCOc1ccc(C(=O)CCC(=O)O)cc1 | 8% | 3%
22 | CCc1ccc(CCC(=O)Nc2cccnc2)cc1 | -5% | -2%
23 | Cn1c(=O)[nH]c(=O)c2c1ncn2CC(O)c1ccccc1 (stereo not given) | 3% | -6%
24 | COc1ccc(N(C(=O)c2ccc(Cl)cc2)S(=O)(=O)c2ccc(C)cc2)cc1 | u | 29%
25 | CCc1nn2c(-c3ccco3)ccnc2c1-c1ccc(F)cc1 | 5% | 5%
26 | COc1ccccc1CNc1nc2ccc(Cl)cc2n2cnnc12 | -3% | -20%
27 | Cc1cccc(NC(=O)COc2ccc3oc4c(c3c2)CCCC4)c1 | u | -15%
28 | CC(=O)OCc1ccc(C(=O)O)cc1 | 19% | -3%
29 | O=C(CSc1c2c(nc3ccc(Cl)cc13)CCCC2)N1CCCCC1 | 5% | 11%[57.5 µM]
30 | COc1ccc(NC(=O)c2cc3cc(C)ccc3n2C)cc1 | -21% | -4%

The closing 4 records of the section above come first, to join the parts:
entry | Structure | AID inh | UDG counter
27 | Cc1cccc(NC(=O)COc2ccc3oc4c(c3c2)CCCC4)c1 | u | -15%
28 | CC(=O)OCc1ccc(C(=O)O)cc1 | 19% | -3%
29 | O=C(CSc1c2c(nc3ccc(Cl)cc13)CCCC2)N1CCCCC1 | 5% | 11%[57.5 µM]
30 | COc1ccc(NC(=O)c2cc3cc(C)ccc3n2C)cc1 | -21% | -4%
31 | O=C(Nc1ccc(Cl)c(C(F)(F)F)c1)c1ccc2ccccc2c1 | -15% | -9%
32 | Cc1ccc(CNC(=O)c2ccc3c(c2)NC(=O)C(CS(=O)(=O)Cc2cccc(C)c2)N3)cc1 (stereo not given) | 115%[activator] | 6%
33 | Cc1cc(C)c(Cn2c(=O)n(CCC(=O)NCc3ccc4c(c3)OCO4)c(=O)c3ccccc32)c(C)c1 | 10% | -8%
34 | CCCc1cc(=O)oc2c(C)c(OCC(=O)c3ccc(-c4ccccc4)cc3)ccc12 | 1% | 4%
35 | Cc1ccc(C)c(N2CCN(C(=O)Cn3c(=O)c4cccn4c4ccc(F)cc43)CC2)c1 | u | 2%[57.5 µM]
36 | CCOC(=O)c1oc2ccccc2c1COC(=O)Cn1cc(C(F)(F)F)ccc1=O | -6% | -2%
37 | O=C(Cc1c(F)cccc1Cl)OCC(=O)C12CC3CC(CC(C3)C1)C2 | 2% | 3%
38 | N#CC1=C(SCC(=O)Nc2ccc(Br)cc2)NC(=O)CC1c1ccc2c(c1)OCO2 (stereo not given) | 1% | -11%
39 | COc1ccccc1/C=C/C=C1\Oc2cc(OS(C)(=O)=O)ccc2C1=O | -11% | -6%
40 | Cc1ccc(-n2ncc3c(NC4CCCCC4)ncnc32)cc1C | 3%&11% | 11%&7%
41 | O=C(/C(=C\c1ccccc1Cl)c1nc2ccccc2o1)c1ccccc1 | -7% | -4%
42 | CC1CCC2(CCc3cc4c5c(c(=O)oc4cc3O2)CCCC5)CC1 (stereo not given) | -11% | 6%
43 | Cc1c(CC(=O)NCCc2ccccc2)c(=O)oc2c(C)c3occ(C(C)(C)C)c3cc12 | -1% | 5%
44 | CC(C)CN1CCN(CCN(C)Cc2ccccc2)CC1 | 1% | 2%
45 | COc1ccc(CCNC(=O)C(=O)NCC(c2ccco2)S(=O)(=O)c2ccccc2)cc1OC (stereo not given) | 6% | 3%[57.5 µM]
46 | CCc1ccc(-n2c(=O)c3cccnc3n2CC(=O)Nc2cc(OC)ccc2OC)cc1 | 5% | -5%
47 | CCOC(=O)CC(NC(=O)CCc1c(C)nc2c(c(C)nn2-c2ccc(C)c(C)c2)c1C)c1ccc(C)cc1 (stereo not given) | 16% | -11%
48 | CCOC(=O)c1c(C)oc2nc(C)nc(NCC3CCN(Cc4cc(C)ccc4C)CC3)c12 | 1% | u
49 | Cc1ccc(/C=N/Nc2nc(Nc3ccccc3)nc(N3CCCCC3)n2)c(C)c1 | -11% | -6%
50 | Cc1ccc(OCC(=O)NCC2(N(C)C)CCCCC2)cc1C | 2% | -13%
51 | Cc1ccc(NC(=O)N2CCC(CN3CCCCCC3)CC2)c(Cl)c1 | 5% | -7%
52 | COc1cccc(/C=C2\Oc3cc(OS(=O)(=O)c4ccccc4)ccc3C2=O)c1OC | -14% | -11%
53 | Cc1ccc(CCC(=O)Nc2cccc3cccnc23)c(C)c1 | -23% | -9%
54 | O=C(Nc1cccc(O)c1)c1cc(-c2ccncc2)nc2ccccc12 | -3% | -1%
55 | O=C(NNC(=O)c1ccccc1OCCOc1ccccc1)c1ccc(F)cc1F | -9% | -5%
56 | CCc1ccc(C(=O)CSc2nnc(-c3ccc(Cl)cc3)n2CCOC)cc1 | -14% | -5%
57 | COCCNC(=O)CCc1c(C)n(C)c2cc(-c3cc(OC)c(OC)c(OC)c3)nn2c1=O | 27% | 13%
58 | CC(O)c1ccccc1[N+](=O)[O-] (stereo not given) | 3% | -7%
59 | COc1cccc2cc(-c3nn4c(C(C)C)nnc4s3)oc12 | -8% | 1%
60 | COc1ccc(CCNCc2ccc3c(c2)n(C)c(=O)n3C)cc1OC | -13% | -12%
61 | CCOc1ccc(NC(=O)CSc2ncc3c(n2)-c2ccc(Cl)cc2N(Cc2ccccc2)S3(=O)=O)cc1 | 33%[activator] | -17%
62 | CCNC(=O)c1ccc2nc(Cc3ccccc3)oc2c1 | 1% | -2%
63 | CCOC(=O)/C(C#N)=C\c1cc(Cl)c(OC)c(OC)c1 | -3% | -4%
64 | CCCC(=O)Nc1cc(C(=O)NCc2ccccc2)ccc1S(=O)(=O)c1ccc(Cl)cc1 | -20% | -8%[57.5 µM]
65 | CCC(C)(C)NC(=O)Cn1c(=O)ccc2cc(S(=O)(=O)N3CCC(C)CC3)ccc21 | -22% | -8%
66 | Cc1cc2cc(CNC(=S)Nc3cccc(Br)c3)ccc2[nH]1 | -4% | -8%
67 | CC(=O)CC1(C(C#N)C#N)C(=O)Nc2ccccc21 (stereo not given) | 78%[activator] | 10%
68 | COc1ccc(-c2c3c(=O)n(C)c(=O)n(C)c3c3c(-c4ccccc4)nc4ccccc4n23)cc1 | 1%[57.5 µM] | 0%[57.5 µM]
69 | Cc1ccc(N2CCN(S(=O)(=O)c3ccc4[nH]c5c(c4c3)CCCCC5)CC2)c(C)c1 | u | -11%
70 | CCC(C)n1c(SCC(=O)Nc2cc(C)no2)nnc1-c1ccccc1 (stereo not given) | -1% | 1%
71 | CCOC(=O)c1[nH]c(C)c(CCC(=O)Nc2cccc(SC)c2)c1C | -11% | -3%
72 | O=C(CSCc1ccc(F)cc1)N1CCc2c([nH]c3ccccc23)C1c1ccc(F)cc1 (stereo not given) | -29% | -9%[57.5 µM]
73 | COc1ccc(CNC(=O)Nc2ccc(Cl)cc2C)cn1 | -2% | -5%
74 | COc1cc(CNC(=O)c2ccc3c(c2)NC(=O)CCS3)ccc1OCc1ccccc1 | -12% | -1%
75 | CCS(=O)(=O)N1CCC2(CC1)OC(=O)C(C)=C2C(=O)NCc1ccc(OC)c(OC)c1 | 16% | 27%
76 | CCOC(=O)C1CCN(S(=O)(=O)c2cc(-c3cc(C)no3)ccc2OC)CC1 | -15% | -23%
77 | CCn1ccc2cc(S(=O)(=O)N3CCC(C(=O)NCc4ccc(F)cc4)CC3)ccc21 | -23% | -12%
78 | CCCCNC(=O)CS(=O)Cc1nc(-c2ccc(Cl)cc2)oc1C (stereo not given) | 3% | 5%
79 | COC(=O)c1ccc2c(=O)[nH]c(CSc3nnc(-c4cccnc4)n3Cc3ccccc3)nc2c1 | -1% | 1%
80 | O=C(Nc1cccc(F)c1)c1oc2ccccc2c1NC(=O)C12CC3CC(CC(C3)C1)C2 | 9% | -4%
81 | Cc1ccc(NC(=O)C2CCN(S(=O)(=O)c3cccc4nsnc34)CC2)cc1 | 4% | -2%
82 | S=C1NC(C23CC4CC(CC(C4)C2)C3)=CC(c2ccccc2Cl)N1 (stereo not given) | -9% | -8%
83 | COc1ccc(NC(=O)CSC2=C(C#N)C(c3ccc(Cl)cc3)C(C(C)=O)=C(C)N2)cc1 (stereo not given) | 9% | 3%
84 | CC(=O)Nc1ccc(-n2c(CCC(=O)O)ccc2-c2ccc(C)cc2)cc1 | 22% | 6%
85 | O=C(Nc1ccc(S(=O)(=O)N2CCOCC2)cc1)C1CC(=O)N(CCc2ccc(F)cc2)C1 (stereo not given) | -12% | 10%
86 | Cc1ccc2nc(N(Cc3cccnc3)C(=O)CCc3ccccc3)sc2c1 | u | -4%
87 | Cc1cc(C(=O)OCC(=O)NCc2ccc(F)cc2)c2ccccc2n1 | -10% | 6%
88 | COc1ccc(NC(=O)c2cc3c(C)nn(CC(C)C)c3s2)cc1S(=O)(=O)N1CCOCC1 | 8% | -2%
89 | COc1ccc2cc(C(=O)c3ccccc3)c(=O)oc2c1 | -1% | -11%
90 | Cc1cc(C)n2c(Nc3ccc4c(c3)OCCO4)c(-c3ccccc3)nc2n1 | u | -8%

(listing goes on)
entry | Structure | AID inh | UDG counter
91 | CCCOc1ccccc1CNC1CC1 | -9% | 2%
92 | Cn1cc(S(=O)(=O)N2CCCCCC2)cc1C(=O)N1CCN(c2cccc(Cl)c2)CC1 | u | -10%
93 | COc1cc(CNc2ccc3[nH]c(=O)[nH]c3c2)ccc1OCc1ccccc1F | 4% | 8%
94 | O=C(NCCCc1ccccc1)c1cc(-c2ccncc2)nc2ccccc12 | -7% | 3%
95 | Cc1ccc(-c2c(CN3CCN(c4cccc(C(F)(F)F)c4)CC3)csc2C)cc1 | 5% | -1%
96 | CC(C)(C)NS(=O)(=O)c1cccc(NC(=O)c2ccccc2)c1 | 4% | 1%
97 | CCOc1ccccc1NC(=O)c1ccc2c(c1)CCN2S(=O)(=O)c1ccc(C)cc1 | -2% | -3%
98 | Cc1cccc(Oc2cnn(-c3ccc(C(F)(F)F)cn3)c(=O)c2Cl)c1C | -2% | 7%
99 | Cc1oc(-c2ccccc2)nc1Cn1c(SCc2cccc(C(F)(F)F)c2)nc2cccnc21 | u | -21%[57.5 µM]
100 | O=C(NCc1ccc(F)cc1)C1CCCN(c2ccc3nnc(C(F)(F)F)n3n2)C1 (stereo not given) | -1% | -2%
101 | O=C(COc1ccc2oc3c(c2c1)CCCC3)Nc1ccc(Cl)cc1 | -7% | 0%
102 | CN(C)C(N)=NCCC[C@H](N)C(=O)O | 2% | 7%
103 | CCOc1ccccc1Nc1sc(C(=O)c2ccccc2)c(N)c1C(=O)Nc1ccccc1 | 180%[activator] | -24%
104 | Cn1cc(S(=O)(=O)c2ccccc2)c(=O)c2cc(F)c(N3CCN(c4ccccc4)CC3)cc21 | -7% | -10%
105 | O=C(COC(=O)c1cccc(NC(=O)c2cccs2)c1)c1ccccc1 | -7% | -2%
106 | Cc1ccc2c(c1)-c1c(cnn1CC(=O)N1CCN(c3cc(Cl)ccc3C)CC1)CO2 | u | 7%
107 | CC(C)CNC(=O)Cn1ccc2cc(Cl)ccc21 | -3% | 0%
108 | O=C(N/N=C/c1ccc(-c2ccccc2)cc1)C1CC1 | -5% | -1%
109 | CCCN(C(=O)Nc1cn(CC(C)C)c(=O)c2ccccc12)c1ccc(F)cc1 | 156%[activator] | -13%
110 | Cc1ccc(NS(=O)(=O)c2ccc(Cl)c(C(=O)O)c2)cc1Cl | 0% | 5%
111 | Clc1cccc(Cl)c1C=Nc1ccc(-c2ccc(N=Cc3c(Cl)cccc3Cl)cc2)cc1 | -8% | -16%
112 | CC(C)(C)c1ccc(C(=O)O)s1 | -10% | -5%

Screening data deposited in PubChem BioAssay by National Center for Advancing Translational Sciences (NCATS).
